High-throughput results: PubChem, Dana-Farber Cancer Institute and Novartis Institutes for BioMedical Research (Cambridge, Mass)
USP28 block: human USP28 deubiquitinase inhibition. AID 1645857. inhibition, % at 25 µM. Q96RU2. purified USP28, Ub-rhodamine cleavage fluorescence, 30 min. hit rate 3% among 47,000
USP8 block: human USP8 deubiquitinase inhibition. P40818. purified USP8, Ub-rhodamine cleavage fluorescence, 30 min. inhibition, % at 20 µM. hit rate 4.2% among 47,000. AID 1645853
USP17 inh: blocks human USP17 ubiquitin-rhodamine cleavage; A8MUK1; purified USP17, Ub-rhodamine cleavage fluorescence, 3 h; inhibition, % at 50 µM; hit rate 6.5% among 47,000; AID 1645855
UCHL1 block: inhibitors of human UCHL1 deubiquitinase; P09936; purified UCHL1, Ub-rhodamine cleavage fluorescence; inhibition, % at 20 µM; hit rate 0.2% among 47,000; AID 1645859
OTUD3 block: blocks human OTUD3 ubiquitin-rhodamine cleavage; inhibition, % at 25 µM; Q5T2D3; purified OTUD3, Ub-rhodamine fluorescence, 2 h; AID 1645858; hit rate 0.7% among 47,000
USP7 block: blocks human USP7 ubiquitin-rhodamine cleavage. purified USP7, Ub-rhodamine cleavage fluorescence. inhibition, % at 20 µM. hit rate 0.3% among 47,000
Target sequence (Q93009 whole entry, looked up): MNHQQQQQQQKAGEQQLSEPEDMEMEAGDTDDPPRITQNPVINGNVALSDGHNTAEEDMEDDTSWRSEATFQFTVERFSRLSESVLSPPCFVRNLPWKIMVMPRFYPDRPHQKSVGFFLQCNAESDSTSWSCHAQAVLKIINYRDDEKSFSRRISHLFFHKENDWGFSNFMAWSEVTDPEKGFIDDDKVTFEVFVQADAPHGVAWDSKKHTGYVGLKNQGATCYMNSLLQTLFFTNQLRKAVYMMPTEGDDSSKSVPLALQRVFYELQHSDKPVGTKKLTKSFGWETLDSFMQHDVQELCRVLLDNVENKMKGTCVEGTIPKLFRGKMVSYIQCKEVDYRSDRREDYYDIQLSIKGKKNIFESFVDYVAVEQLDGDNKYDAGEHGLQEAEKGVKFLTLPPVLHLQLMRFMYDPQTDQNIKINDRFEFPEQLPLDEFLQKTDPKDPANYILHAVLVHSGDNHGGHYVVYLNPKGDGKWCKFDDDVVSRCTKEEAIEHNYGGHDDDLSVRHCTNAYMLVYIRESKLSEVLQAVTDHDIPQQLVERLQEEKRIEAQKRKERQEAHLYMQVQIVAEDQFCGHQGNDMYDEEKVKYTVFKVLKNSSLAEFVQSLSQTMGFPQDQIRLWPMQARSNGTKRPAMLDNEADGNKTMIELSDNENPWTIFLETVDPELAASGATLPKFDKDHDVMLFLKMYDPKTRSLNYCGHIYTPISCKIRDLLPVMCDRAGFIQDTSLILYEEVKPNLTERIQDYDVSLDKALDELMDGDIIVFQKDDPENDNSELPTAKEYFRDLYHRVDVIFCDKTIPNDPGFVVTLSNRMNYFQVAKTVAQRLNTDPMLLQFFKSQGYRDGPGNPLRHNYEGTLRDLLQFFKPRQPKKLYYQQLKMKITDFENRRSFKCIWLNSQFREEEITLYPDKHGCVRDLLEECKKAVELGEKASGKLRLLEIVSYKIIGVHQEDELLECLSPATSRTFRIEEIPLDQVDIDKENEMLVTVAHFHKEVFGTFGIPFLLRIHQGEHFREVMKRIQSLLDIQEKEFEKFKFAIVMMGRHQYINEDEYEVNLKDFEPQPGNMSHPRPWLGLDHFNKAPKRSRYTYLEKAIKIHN
USP30 inh: human USP30 deubiquitinase inhibition. purified USP30, Ub-rhodamine cleavage fluorescence. inhibition, % at 25 µM. AID 1645860. Q70CQ3. hit rate 5.3% among 47,000
USP10 block: inhibitors of human USP10 deubiquitinase. purified USP10, Ub-rhodamine fluorescence, 60 min. inhibition, % at 20 µM. Q14694. hit rate 1.1% among 47,000
Starred values were filed as active, the others as inactive. Rule as the data show it: active = inhibition above about 30%; inactive = the rest.

`COc1ccccc1OCC(=O)Nc1cc(C(F)(F)F)ccc1N1CCCCC1` gave USP28 block 4.9, USP8 block 19.6, USP17 inh 10.1, UCHL1 block 8.0, OTUD3 block 7.2, USP7 block 10.9, USP30 inh -1.3 and USP10 block 11.7.
`CCn1nccc1-c1cccc(-c2noc(CNC(=O)Cc3ccccc3)n2)c1` gave USP28 block 27.0, USP8 block 4.7, USP17 inh 7.8, UCHL1 block 2.9, OTUD3 block 3.2, USP7 block 3.9, USP30 inh 4.0 and USP10 block 1.2.
O=C(COc1ccc(N2CC(C(=O)NCc3ccc4c(c3)OCO4)CC2=O)cc1)Nc1ccc(Cl)cc1 (centres undefined) was read as USP28 block 5.1, USP8 block 24.9, USP17 inh 36.1*, UCHL1 block 4.2, OTUD3 block 9.7, USP7 block 22.5, USP30 inh 15.4 and USP10 block 38.2*.
`Cc1cc(OCC(=O)Nc2ccccc2C(=O)Nc2ccccc2)ccc1Cl` gave USP28 block -6.0, USP8 block 20.8, USP17 inh 2.6, UCHL1 block -0.7, OTUD3 block 4.1, USP7 block 9.8, USP30 inh 3.6 and USP10 block 34.9*.
COc1ccc(-n2ccn3c(CCC(=O)Nc4ccc(C)cc4)nnc3c2=O)cc1 was read as USP28 block -6.3, USP8 block -4.7, USP17 inh 0.3, UCHL1 block -4.6, OTUD3 block -2.2, USP7 block 0.6, USP30 inh -2.7 and USP10 block 4.8.
`COc1ccc(CN2Cc3ccccc3OC3(CCC(CO)CC3)C2)c(F)c1` (centres undefined) gave USP28 block -12.0, USP8 block -66.5, USP17 inh -36.9, UCHL1 block 0.9, OTUD3 block -10.4, USP7 block 0.1, USP30 inh -5.9 and USP10 block -0.1.
Screening COc1ccc(CCNC(=O)c2ccc(Cn3c(=O)c4ccccc4n(CC(=O)Nc4cc(C)[nH]n4)c3=O)cc2)cc1OC returned USP28 block 8.5, USP8 block 1.3, USP17 inh 66.4*, UCHL1 block 8.3, OTUD3 block 8.2, USP7 block 11.8, USP30 inh 64.7* and USP10 block 4.4.
For COC[C@H]1C[C@@H]2CN(S(=O)(=O)c3ccccc3OC)C(C)[C@H]1N2C (some centres undefined) the results were USP28 block 9.7, USP8 block 11.4, USP17 inh 9.3, UCHL1 block 0.6, OTUD3 block 14.3, USP7 block 3.4, USP30 inh 9.5 and USP10 block 4.5.
O=C(CCCn1c(=O)[nH]c2cc(Cl)ccc2c1=O)N1CCN(C(=O)c2ccco2)CC1 was read as USP28 block -15.9, USP8 block -102.4, USP17 inh -6.9, UCHL1 block -3.6, OTUD3 block -19.1, USP7 block -7.3, USP30 inh -171.4 and USP10 block -5.6.
Screening O=C(c1ccncc1)N1CC[C@@H]2CN(Cc3ccc(Cl)cc3)S(=O)(=O)[C@@H]2CC1 returned USP28 block -6.6, USP8 block -29.4, USP17 inh -15.0, UCHL1 block -1.4, OTUD3 block -6.1, USP7 block -18.9, USP30 inh -7.9 and USP10 block -2.0.
Screening O=c1[nH]c2ccc(NCc3cccc(OCc4ccc(F)cc4)c3)cc2[nH]1 returned USP28 block 18.7, USP8 block -83.5, USP17 inh 18.6, UCHL1 block 1.3, OTUD3 block -4.6, USP7 block 1.3, USP30 inh 1.2 and USP10 block 0.0.
Screening CN1CCCc2cc(C(=O)NCc3cccnc3)sc21 returned USP28 block -10.0, USP8 block -8.7, USP17 inh -19.9, UCHL1 block -4.6, OTUD3 block -9.3, USP7 block -3.7, USP30 inh -58.1 and USP10 block -4.8.
`COc1ccc(C(=O)NC2CCN(c3nnc4ccccn34)CC2)cc1F` gave USP28 block 8.0, USP8 block -8.5, USP17 inh -11.0, UCHL1 block -0.6, OTUD3 block 15.0, USP7 block 0.0, USP30 inh 2.8 and USP10 block -0.2.
O=C(COC(=O)CCCN1C(=O)c2cccc3cccc(c23)C1=O)NC1CC1 was read as USP28 block 11.9, USP8 block 3.4, USP17 inh 9.0, UCHL1 block 2.3, OTUD3 block 14.1, USP7 block 3.7, USP30 inh 13.2 and USP10 block 3.9.
Screening COc1ccc(NC(=O)Cn2c(=O)n(C3CCCC3)c(=O)c3cc(OC)c(OC)cc32)cc1OC returned USP28 block 14.1, USP8 block 24.1, USP17 inh 39.5*, UCHL1 block 4.8, OTUD3 block 24.0, USP7 block 5.8, USP30 inh 17.0 and USP10 block -3.7.
O=C(Nc1ccc2c(c1)OCCO2)Nc1nnc(CC(=O)N2CCCCC2)s1 was read as USP28 block 56.4*, USP8 block 0.0, USP17 inh -5.0, UCHL1 block 4.4, OTUD3 block 5.7, USP7 block 5.7, USP30 inh 10.9 and USP10 block 4.1.
For COc1cccc(NC(=O)Nc2ccccc2SCc2cc(=O)n3oc(C)cc3n2)c1 the results were USP28 block 5.2, USP8 block -3.4, USP17 inh 0.1, UCHL1 block -2.2, OTUD3 block 1.7, USP7 block -2.5, USP30 inh -3.0 and USP10 block 1.7.
`CC(C)c1ccc(NC(=O)CCN2C(=O)[C@@H]3Cc4ccccc4CN3C2=O)cc1` gave USP28 block 7.5, USP8 block -11.9, USP17 inh -2.6, UCHL1 block 1.5, OTUD3 block 7.7, USP7 block -29.3, USP30 inh 16.9 and USP10 block -0.1.
CNC(=O)c1cc(C2CN(C(=O)c3ccccc3)CCO2)nc2ccccc12 (centres undefined) was read as USP28 block 0.2, USP8 block 4.0, USP17 inh 4.9, UCHL1 block 0.7, OTUD3 block 4.6, USP7 block 1.0, USP30 inh 3.4 and USP10 block -0.3.
Cc1cccc(Oc2ncnc3oc(C)c(C)c23)c1 was read as USP28 block -0.3, USP8 block 15.7, USP17 inh 6.0, UCHL1 block 1.9, OTUD3 block 6.9, USP7 block -22.2, USP30 inh 27.2 and USP10 block 4.2.

An excerpt from above in order of molecular weight, low to high:
Screening O=c1[nH]c2ccc(NCc3cccc(OCc4ccc(F)cc4)c3)cc2[nH]1 returned USP28 block 18.7, USP8 block -83.5, USP17 inh 18.6, UCHL1 block 1.3, OTUD3 block -4.6, USP7 block 1.3, USP30 inh 1.2 and USP10 block 0.0.
`COc1ccc(C(=O)NC2CCN(c3nnc4ccccn34)CC2)cc1F` gave USP28 block 8.0, USP8 block -8.5, USP17 inh -11.0, UCHL1 block -0.6, OTUD3 block 15.0, USP7 block 0.0, USP30 inh 2.8 and USP10 block -0.2.
O=C(Nc1ccc2c(c1)OCCO2)Nc1nnc(CC(=O)N2CCCCC2)s1 was read as USP28 block 56.4*, USP8 block 0.0, USP17 inh -5.0, UCHL1 block 4.4, OTUD3 block 5.7, USP7 block 5.7, USP30 inh 10.9 and USP10 block 4.1.
For COc1cccc(NC(=O)Nc2ccccc2SCc2cc(=O)n3oc(C)cc3n2)c1 the results were USP28 block 5.2, USP8 block -3.4, USP17 inh 0.1, UCHL1 block -2.2, OTUD3 block 1.7, USP7 block -2.5, USP30 inh -3.0 and USP10 block 1.7.

Remaining list, next part
COc1ccc(NC(=O)CN2C(=O)NC3(CCC(C(C)(C)C)CC3)C2=O)cc1Cl (centres undefined) was read as USP28 block -4.7, USP8 block 0.6, USP17 inh 18.2, UCHL1 block -1.7, OTUD3 block -1.9, USP7 block -0.6, USP30 inh -13.9 and USP10 block -1.8.
Cn1c2c(c(=O)n(C)c1=O)[C@@H]1c3c(ccc4ccccc34)OC[C@@H]1CO2 was read as USP28 block -5.8, USP8 block -2.1, USP17 inh -6.0, UCHL1 block -6.7, OTUD3 block -0.3, USP7 block -1.8, USP30 inh -5.7 and USP10 block -4.2.
For CN1CC(c2ncn[nH]2)c2cc(C(=O)NCc3cccnc3)ccc21 (centres undefined) the results were USP28 block -11.3, USP8 block -5.0, USP17 inh -2.2, UCHL1 block 0.1, OTUD3 block 0.0, USP7 block 4.9, USP30 inh -0.3 and USP10 block 0.8.
Cc1cccc(Nc2nnc(SCC(=O)N3CCN(C(=O)c4ccco4)CC3)s2)c1 was read as USP28 block 9.8, USP8 block -327.7, USP17 inh 14.7, UCHL1 block 4.8, OTUD3 block 1.7, USP7 block -16.8, USP30 inh -10.4 and USP10 block 0.4.
NS(=O)(=O)c1ccc(NC(=O)Cn2cnc3cc([N+](=O)[O-])ccc3c2=O)cc1 was read as USP28 block 41.1*, USP8 block 55.2*, USP17 inh 59.0*, UCHL1 block 2.5, OTUD3 block 17.8, USP7 block 0.9, USP30 inh 19.9 and USP10 block -1.7.
`COc1cccc(CCN2C[C@@]34CN(C(=O)C5CCC5)C[C@@H](C[C@@H]3S2(=O)=O)O4)c1` gave USP28 block 0.5, USP8 block 4.8, USP17 inh -2.1, UCHL1 block 0.4, OTUD3 block 7.4, USP7 block 1.9, USP30 inh 8.3 and USP10 block 0.4.
Screening Cn1cc(-c2cnc3n2CCC32CCN(S(=O)(=O)c3cccc(F)c3)CC2)cn1 returned USP28 block 1.3, USP8 block 0.6, USP17 inh -32.5, UCHL1 block 0.9, OTUD3 block 6.2, USP7 block 3.7, USP30 inh -1.9 and USP10 block 3.9.
`Cc1ccc(NC(=O)CCS(=O)(=O)c2ccc3c(c2)OCC(=O)N3)cc1Cl` gave USP28 block 10.6, USP8 block -13.1, USP17 inh -4.1, UCHL1 block 1.8, OTUD3 block 5.8, USP7 block 2.7, USP30 inh -16.3 and USP10 block -0.6.
O=S(=O)(c1ccccc1)N1CCC2(CC1)COCCN(Cc1cccnc1)C2 was read as USP28 block 4.7, USP8 block -38.3, USP17 inh -3.1, UCHL1 block -0.4, OTUD3 block 4.0, USP7 block -1.2, USP30 inh -0.7 and USP10 block -7.1.
For CC(C)C(=O)Nc1nc2ccc(CCC(=O)Nc3ccc(F)cc3F)cc2s1 the results were USP28 block 3.9, USP8 block -2.4, USP17 inh 11.9, UCHL1 block -2.5, OTUD3 block -0.3, USP7 block -0.6, USP30 inh 33.5* and USP10 block 5.8.
`Cc1c(Cl)cccc1NC(=O)C(NS(=O)(=O)c1ccc2c(c1)OCCO2)C(C)C` (centres undefined) gave USP28 block 0.0, USP8 block 15.5, USP17 inh -0.7, UCHL1 block -0.7, OTUD3 block 10.6, USP7 block 5.2, USP30 inh -15.1 and USP10 block -3.4.
Screening COCCN1Cc2cccc(C(=O)NCc3ccc(OC)cc3)c2C1=O returned USP28 block 10.1, USP8 block 4.6, USP17 inh -5.8, UCHL1 block 0.9, OTUD3 block 8.3, USP7 block 3.5, USP30 inh -2.7 and USP10 block 1.2.
Screening CCCCn1c(=O)c(CCC(=O)OCC(=O)NC23CC4CC(CC(C4)C2)C3)nc2ccccc21 returned USP28 block -39.4, USP8 block -24.9, USP17 inh -40.3, UCHL1 block -11.0, OTUD3 block -8.1, USP7 block -7.0, USP30 inh -86.2 and USP10 block -3.5.
Screening COc1ccc(NS(=O)(=O)c2cc(NC(=O)C3CCCO3)ccc2N2CCCCC2)cc1 (centres undefined) returned USP28 block -17.8, USP8 block -26.0, USP17 inh -16.8, UCHL1 block 2.7, OTUD3 block -8.2, USP7 block -0.1, USP30 inh -23.9 and USP10 block 4.0.
`COC(=O)c1cc2sc(C)cc2n1Cc1ccccc1F` gave USP28 block 16.5, USP8 block 13.4, USP17 inh 12.5, UCHL1 block 4.2, OTUD3 block 9.1, USP7 block 0.7, USP30 inh -17.1 and USP10 block 3.2.
Screening CC(=O)N1CCC(N(Cc2ccc3c(c2)CCO3)C2CC2)CC1 returned USP28 block -19.7, USP8 block -1.0, USP17 inh -1.4, UCHL1 block -1.5, OTUD3 block -10.8, USP7 block -3.0, USP30 inh -0.6 and USP10 block 0.2.
`C=Cc1ccc(Cn2cccc(S(=O)(=O)N3CCCC3)c2=O)cc1` gave USP28 block 48.8*, USP8 block -12.7, USP17 inh 62.7*, UCHL1 block -3.1, OTUD3 block 0.1, USP7 block 2.8, USP30 inh -58.6 and USP10 block -6.4.
Screening Cc1nn(-c2ccccc2)c(OC(=O)c2ccco2)c1S(=O)(=O)c1ccccc1 returned USP28 block -11.0, USP8 block -0.8, USP17 inh -40.3, UCHL1 block -0.8, OTUD3 block -11.2, USP7 block -0.1, USP30 inh -12.6 and USP10 block -2.6.
CCOc1ccc(NC(=O)c2nc3c(=O)[nH]c4cc(C)ccc4n3n2)cc1 was read as USP28 block -40.8, USP8 block 9.8, USP17 inh 53.5*, UCHL1 block 1.5, OTUD3 block -31.4, USP7 block -4.7, USP30 inh -133.8 and USP10 block 8.2.

Outcome played no part in choosing rows. Share with any hit: about 13%.
